Vif imaging: HIV Vif self-association inhibitors, primary screen, imaging, HEK293T, single point. AID 602346, 2012. HEK293T cells, Vif self-association by quenched fluorescence, 24 h. inhibition, % at 7.49 µM. 0.35% of 340,000 active; in the data active means inhibition above about 50%, passing the limit was not always enough; further: some results filed as inactive read as strong as hits
PDI turbidity: inhibitors of human PDI, primary screen, biochemical, turbidity, single point, plate reader. Protein disulfide-isomerase (Homo sapiens), P07237. PDI insulin aggregation turbidity, A650, 90 min. inhibition, % at 10 µM. 0.052% of 350,000 active;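 active means mean inhibition across replicates of 30% or more, whatever share of single replicates reach that level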;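 further: absorbance from insulin aggregation driven by PDI reduction with DTT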
Target sequence (P07237 whole entry, looked up): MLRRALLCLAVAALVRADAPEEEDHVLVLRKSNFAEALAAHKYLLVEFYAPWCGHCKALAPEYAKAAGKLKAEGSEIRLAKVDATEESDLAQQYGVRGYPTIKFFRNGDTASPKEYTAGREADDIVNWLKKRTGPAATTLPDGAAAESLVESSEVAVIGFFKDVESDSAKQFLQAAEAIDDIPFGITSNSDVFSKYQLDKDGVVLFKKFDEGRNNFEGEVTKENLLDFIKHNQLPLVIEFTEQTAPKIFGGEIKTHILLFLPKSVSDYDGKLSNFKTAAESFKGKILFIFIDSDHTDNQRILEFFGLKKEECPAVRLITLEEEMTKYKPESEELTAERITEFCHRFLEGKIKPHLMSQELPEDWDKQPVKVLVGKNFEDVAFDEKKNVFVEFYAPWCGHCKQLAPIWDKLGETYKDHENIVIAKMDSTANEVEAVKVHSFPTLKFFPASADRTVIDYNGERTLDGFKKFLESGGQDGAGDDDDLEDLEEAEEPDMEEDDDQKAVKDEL
CaV13 FRET inh: Disruptors of the CACNA1D IQ motif to Ca2+-dependent inactivation inhibitor domain association, primary screening, Förster resonance energy transfer in intact living …. HEK cells, CFP/YFP FRET ICDI-IQ, plate reader, 10 min; percent FRET-ratio fall versus neutral wells. inhibition, % at 12.3 µM. 0.098% of 340,000 active. AID 743397;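 active means mean replicate inhibition of at least 30% and at least 1% of replicates passing that level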;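 further: 0% = median of the neutral control wells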
TRPM1 prom inh: inhibitors of MITF-dependent TRPM1 promoter reporter, primary screen, cell-based, SK-MEL-5, single point, luciferase; SK-MEL-5 TRPM1 promoter luciferase, 24 h; inhibition, % at 12.5 µM; 0.83% of 330,000 active;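 active means mean inhibition across replicates of 60% or more, whatever share of single replicates reaches that level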; further: values of inactives mirror those of a sister screen read the other way
aDG glyco up: activators of alpha-DG glycosylation, primary screen, uHTS, Pro5-aDG cells, AlphaScreen. 0.22% of 360,000 active. alpha-DG glycosylation AlphaScreen (IIH6); 0% Pro5, 100% B10-LARGE cell signal. activation, % at 10 µM;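 active means activation of at least 8% versus controls, or a plate z-score of at least 8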;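 further: Pro5 are CHO cells carrying HIG-tagged alpha-DG that lacks glycosylation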
Peg3 prom inh: Peg3 promoter-driven luciferase inhibitors, primary screen, cell-based, HeLa, luciferase luminescence; 1.7% of 360,000 active; AID 588405, 2011; HeLa PEG-Prom luciferase reporter, overnight; inhibition, % at 20 µM;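 active means inhibition of at least 50% at 20 µM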
hiPSC survival: enhancers of single-cell hiPSC survival, primary screen, ATPlite luminescence | 100% = ROCK inhibitor wells, 0% = DMSO | survival enhancement, % at 20 µM | 0.044% of 360,000 active; in the data active means survival enhancement above about 18%;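 further: cells exposed to compounds for 16 hours before the ATP read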
Granule exo inh: LAMP-1 surface exposure blockers, TALL-104 cells – cell-based, flow cytometry, MLPCN library, primary screen | TALL-104 LAMP-1 surface exposure; cells stimulated with thapsigargin and PMA | inhibition, % at 10 µM | 0.66% of 360,000 active;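 active means inhibition above about 55%, limit read from the data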
HIF-2a block: HIF-2a reporter inhibitors, primary screen, luminescence, 786-0 RCC cells | 786-0 RCC cells HIF-2a reporter, luciferase luminescence, overnight | AID 624352, 2012 | inhibition, % at 18.8 µM | 0.72% of 360,000 active;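 active means inhibition of the luminescence signal of 40% or more relative to plate controls, in a single-dose primary screen at 18.75 µM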
NR2E3 ag-1: NR2E3 agonists in two-hybrid cells, primary screen, cell-based, luminescence, CHO-S, Gal4-NCOR/VP16-NR2E3. AID 602229, 2012. inhibition of corepressor binding, % at 3.98 µM. luciferase. 0.35% of 360,000 active;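 active means inhibition above the mean of all tested compounds plus 3 SD, cut at about 70% in these data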;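 further: 0% = DMSO with NR2E3 transfected cells and 100% = cells lacking NR2E3 construct; higher means lower luciferase signal from less NR2E3 corepressor binding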
Target sequence (Q9Y5X4 whole entry, looked up, the tested form may be a part): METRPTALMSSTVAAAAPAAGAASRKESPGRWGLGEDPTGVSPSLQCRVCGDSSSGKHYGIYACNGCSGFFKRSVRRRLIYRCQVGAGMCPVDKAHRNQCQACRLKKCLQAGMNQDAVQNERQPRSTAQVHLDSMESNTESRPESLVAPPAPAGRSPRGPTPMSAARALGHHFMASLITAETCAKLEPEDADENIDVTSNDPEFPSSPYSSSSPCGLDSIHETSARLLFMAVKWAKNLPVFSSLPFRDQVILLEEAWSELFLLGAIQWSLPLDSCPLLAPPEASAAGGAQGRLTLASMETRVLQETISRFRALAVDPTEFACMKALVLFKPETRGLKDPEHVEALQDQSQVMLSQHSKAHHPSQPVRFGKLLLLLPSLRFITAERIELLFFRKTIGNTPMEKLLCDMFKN
NR2E3 ag-2: inhibitors of NR2E3-RetCOR corepressor binding, primary screen, NR2E3 agonist project, biochemical, TR-FRET, GST-NR2E3, biotin-RetCOR; Photoreceptor-specific nuclear receptor (Homo sapiens), Q9Y5X4; 1536-well; inhibition of corepressor binding, % at 4.78 µM; 0.12% of 320,000 active; AID 2300, 2010;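 active means percent inhibition above the cutoff of mean plus 3 SD of all tested compounds, set per screening campaign, cut at about 20% in these data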;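 further: 0% = DMSO wells and 100% = biotin wells as full block of FRET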
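Material: NR2E3–RetCOR corepressor complex / Incubation: Compound–protein incubation for 5 h at 4 °C / Dosing: compound at 4.8 µM, single dose / Detection: time-resolved FRET / Benchmarks: high control biotin, low control 0.6% DMSO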
The depositor's hits bear a star; . = not tested or not shown.

SMILES	Vif imaging	PDI turbidity	CaV13 FRET inh	TRPM1 prom inh	aDG glyco up	Peg3 prom inh	hiPSC survival	Granule exo inh	HIF-2a block	NR2E3 ag-1	NR2E3 ag-2
O=C(CNS(=O)(=O)c1ccc([N+](=O)[O-])cc1)N/N=C/c1ccc(O)cc1O	1	-2	-19	10	0.1	8	-0.2	6	24	4	-1
COc1ccc(C(=O)CN2C(=O)NC3(CCCCCC3)C2=O)cc1	1	-2	-6	-5	0.5	-89	-0.4	4	-88	-19	3
CCc1ccc(NC(=O)c2cnn3ccccc23)cc1	11	2	-7	51	0.0	37	-5.1	10	50*	-99	1
CCCNC(=O)c1ccc(N2CCC3(CC2)CC(c2ccccc2)=NO3)c(NC(=O)c2ccc(Br)cc2)c1	-6	2	13	4	0.0	1	-2.5	-3	7	-10	0
Cc1ccc(-c2nc(C)sc2CC(=O)OCC(=O)Nc2c(F)cccc2F)cc1	-10	1	-4	5	-0.3	2	0.8	-1	8	-12	-2
Fc1ccc2cnc(-c3cccnc3)cc2c1	-5	-1	-9	-39	-0.1	-155	-2.9	-1	-179	-65	.
C/C(=N/NC(=O)CN1CCN(Cc2ccccc2Cl)CC1)c1cccs1	22	0	-5	.	0.0	9	-0.4	-2	18	-2	7
Cc1ccc(C2(C)NC(=O)N(CC(=O)NCc3cccc(Cl)c3)C2=O)cc1 (stereo not given)	-6	9	-20	7	0.1	13	-0.1	-1	9	0	2
CCn1c(C)c(C)c2cc(C(=O)NCCCN3CCCC3)ccc21	-2	1	-3	-13	0.2	9	-0.5	7	10	14	4
NS(=O)(=O)c1ccc(-c2ccc(/C=N/NC(=O)c3ccccc3O)o2)cc1	6	4	-5	-5	-0.2	-2	-0.1	-3	7	-1	-3
CC(=O)Nc1ccccc1OCC(=O)N(Cc1ccccc1)C(C)C	-14	6	-19	15	0.1	14	-0.2	-6	16	22	2
CCN(CC)S(=O)(=O)c1ccc(C)c(NC(=O)COC(=O)CN2C(=O)NC(C)(C)C2=O)c1	-10	9	-4	3	-0.1	3	0.3	-4	14	-34	2
CC(=O)Nc1cc2c(cc1[N+](=O)[O-])-c1ccc(F)cc1C2	16	-23	-5	1	0.3	-117	-1.6	3	-121	-80	.
CNc1c([N+](=O)[O-])cnn1-c1ccccc1F	-6	0	-4	-17	0.1	-38	0.5	-4	-53	-29	-1
O=C(O)c1cccc(Nc2ncnc3c2cnn3-c2ccccc2)c1	-1	-6	.	-16	-0.2	-177	2.4	-1	-120	-177	-2
O=C1CC(c2ccccc2)CC2=C1C(c1ccccn1)Nc1ccccc1N2 (stereo not given)	-1	-3	-9	10	-0.1	-5	0.7	3	-47	-22	4
O=C(CN1CCc2ccccc2C1)NC1CCCC1	0	-10	-16	-20	-0.6	15	-1.3	1	12	-25	4
CCN(CC)CCNC(=O)Cn1c(C)cc2ccccc2c1=O	6	5	-4	0	0.1	6	0.8	0	13	-13	-1
Cc1cccnc1NC(=O)c1ccc(S(=O)(=O)N2CCCCCC2)cc1	0	8	-6	-2	-0.3	-8	0.8	9	13	1	-3
COc1ccc(OC)c(/C=N/NC(=O)c2[nH]ncc2Br)c1	5	5	-20	.	-0.1	17	-0.8	-12	22	-15	0
CCc1ccc(S(=O)(=O)NCC2(N3CCOCC3)CCCCC2)cc1	1	6	-2	-11	0.1	6	-0.4	-6	4	8	-2
COc1cc(/C=N/NC(=O)C(Cc2c[nH]c3ccccc23)NC(=O)OCC(C)C)cc([N+](=O)[O-])c1OCc1ccccc1 (stereo not given)	24	-9	-1	-10	-0.1	-1	3.5	0	8	-9	-2
CC(=O)c1ccc(N2CCN(S(=O)(=O)c3ccc4c(c3)NC(=O)CC(=O)N4)CC2)cc1	7	2	-3	-31	0.3	-93	-0.1	-1	-75	-44	1
CSc1cccc(CNC(=O)C2CCC(=O)N(Cc3cccc(C(F)(F)F)c3)C2)c1 (stereo not given)	14	12	-2	-48	0.6	-178	-0.3	2	-198	-30	4
Cc1ccc2nc(-c3ccc(Br)cc3)cc(C(=O)NCC3CCCO3)c2c1 (stereo not given)	2	1	-14	.	0.0	-139	-2.8	2	-46	8	.
COCCNC(=O)C(=O)Nc1cc2c3c(c1)CCC(=O)N3CCC2	-24	8	-3	2	0.5	1	4.2	-4	8	-6	-3
CCCCCn1c(=NC(C)=O)c(C#N)cc2c(=O)n3ccccc3nc21	-6	0	-1	-4	0.0	8	-2.4	1	-6	-33	-3
CCCCCCCc1nn2c(=O)cc(O)nc2s1	-4	0	-4	-3	0.0	-1	1.7	-2	11	5	-1
CC(=O)N1CCCC(C)(C(=O)N(C)Cc2cccc3ccccc23)C1 (stereo not given)	-10	3	-5	.	-0.1	5	-0.5	10	15	-6	.
Cc1c(C(=O)NNC(=O)c2csc(N3CCOCC3)n2)oc2ccc(Br)cc12	-5	1	-5	.	0.0	-75	3.7	5	-59	-22	.
COc1ccc(-c2nc(-c3ccccc3)c(-c3cccs3)[nH]2)cc1OC	-19	2	-3	15	1.0	10	-0.9	5	-9	-1	2
O=C(c1ccc(-n2nc(C(F)(F)F)c3c2CCCC3)cc1)N1CCOCC1	.	-3	-4	-1	0.5	17	3.0	-3	16	4	0
C[C@H](O)[C@@H]1CN2CCc3c([nH]c4ccccc34)[C@@H]2C[C@@H]1N(C)Cc1cc(Cl)cc(Cl)c1	6	9	-8	.	0.1	-1	0.5	-16	-2	0	.
O=C(C1CCN(S(=O)(=O)c2cccc3nsnc23)CC1)N1CCc2ccccc2C1	.	-7	.	-7	-0.2	10	-0.5	-1	22	0	0
O=C1C(C2=NC(c3ccccn3)C3C(=O)N(c4ccc(Cl)cc4Cl)C(=O)C23)=C(O)c2ccccc21 (stereo not given)	1	-4	-4	90*	-0.4	51*	-0.1	0	16	-20	4
COc1cccc(N2CC(C)Cn3c2nc2c3c(=O)n(CCN3CCOCC3)c(=O)n2C)c1 (stereo not given)	27	-2	-6	4	-0.1	31	-1.9	2	12	2	2
COc1ccc(NC(=O)Nc2nnc(CC(=O)NCc3ccccc3)s2)cc1	-3	-13	-5	-16	0.4	-13	-1.0	-1	-9	27	2
Cc1cc2nc(C(C)(C)C)c(Cc3ccccc3)n2c(C)c1Br	.	.	-4	.	-0.2	3	0.1	0	18	-2	.
O=C(Oc1ccc(F)cc1)N1CCOCC1	5	2	-39	-2	0.0	9	-0.3	-3	20	-1	2
CC(C)(C)NC1=CC(=O)OC12CCCCC2	-7	0	-5	11	0.1	8	0.1	2	2	2	-6
COc1cccc(CNCc2ccc(OC)cc2OC)c1	1	-2	-30	7	0.1	-10	-0.5	4	13	-14	1
CC(=O)Nc1ccc(S(=O)(=O)NC2Cc3ccccc3C2)cc1	.	4	-4	5	0.0	13	0.0	-14	20	3	0
CS(=O)(=O)N1CCc2cc(C(=O)N3CCCCC3)ccc21	4	-4	.	11	-0.3	-1	-0.5	0	5	-18	2
CC(=O)Nc1ccc(S(=O)(=O)NCC(C)NS(=O)(=O)c2ccc(NC(C)=O)cc2)cc1 (stereo not given)	-9	0	-6	11	0.1	-2	0.1	-2	1	-13	-2
CCOc1ccc(/C=C2\CCC(C3CCCC3)C2=O)cc1OC (stereo not given)	-14	1	-1	-40	0.2	-71	0.6	-6	-132	-6	2
CCOC(=O)N1CCN(C(=O)CSCC(=O)Nc2nc(-c3ccc(C)cc3)cs2)CC1	-1	.	6	14	-0.2	-50	-2.7	1	-151	-8	1
CCC(=O)Nc1cccc(-c2cn3ccsc3n2)c1	8	6	0	-20	0.1	-40	2.4	-4	-79	-52	-4
CCC(=O)N1CCc2cc(Br)cc(S(=O)(=O)N3CCCCC3CC)c21 (stereo not given)	20	2	-2	12	0.2	31	-0.7	2	11	0	0
CC(/C=N/NC(=O)NC1CCCCC1)=C\c1ccccc1	-1	0	2	-17	0.2	-120	-0.8	-5	-147	-38	0
Nc1ccc(S(=O)(=O)c2ccc(N)cc2)cc1	0	0	-5	1	0.2	0	0.0	1	6	-11	1
O=C(N/N=C/c1cn(CC(=O)N2CCOCC2)c2ccccc12)c1cccnc1	-9	12	-4	3	0.0	14	-1.0	-3	9	2	-1
CCN1CCN(c2cc(C)c3cc(NC(=S)N(C)Cc4ccccc4)ccc3n2)CC1	-8	-9	-2	-11	0.2	24	-0.5	30	-1	-21	2
CC(=O)NC(Cc1cccc(C)c1)C(=O)NC1CCN(S(=O)(=O)c2ccccc2)CC1 (stereo not given)	15	-2	-4	2	-0.1	10	0.1	7	1	-21	-3
COC(=O)CNC(=O)C1CCN(S(=O)(=O)c2cnc[nH]2)CC1	-1	-7	-14	-14	0.2	5	-0.3	-16	9	-11	1
Cc1ccc(CN2CC(C(=O)N(Cc3nnc(-c4ccccc4Cl)o3)C3CC3)CC2=O)cc1 (stereo not given)	-10	0	-6	9	0.0	8	-0.1	9	-7	-4	3
S=C(NN=C(c1ccccc1)c1ccccn1)N(Cc1ccccn1)Cc1ccccn1	-12	-13	-6	83*	3.4	106*	-2.1	2	49*	92*	.
COc1ccc(C2=NOC(c3nnc(-c4ccccc4)o3)C2)cc1 (stereo not given)	3	9	-11	-4	0.0	-49	3.1	2	-43	2	2
C=CCn1c(SCC(=O)N2CCCCC2)nnc1-c1ccncc1	-9	7	-1	4	0.2	20	-0.6	0	13	-27	2
COc1ccc(OC)c(CN2CCN(C(=O)c3ccc(F)cc3)CC2)c1	-9	-18	-5	-8	0.1	0	0.0	1	15	7	2
COc1cc(/C=C(\C#N)C(=O)NCC2CCCO2)cc(OC)c1OC (stereo not given)	.	20	-3	1	0.0	2	1.3	-2	15	-6	2

Compounds above that contain two or more sulfur atoms (3):
SMILES	Vif imaging	PDI turbidity	CaV13 FRET inh	TRPM1 prom inh	aDG glyco up	Peg3 prom inh	hiPSC survival	Granule exo inh	HIF-2a block	NR2E3 ag-1	NR2E3 ag-2
O=C(C1CCN(S(=O)(=O)c2cccc3nsnc23)CC1)N1CCc2ccccc2C1	.	-7	.	-7	-0.2	10	-0.5	-1	22	0	0
CC(=O)Nc1ccc(S(=O)(=O)NCC(C)NS(=O)(=O)c2ccc(NC(C)=O)cc2)cc1 (stereo not given)	-9	0	-6	11	0.1	-2	0.1	-2	1	-13	-2
CCOC(=O)N1CCN(C(=O)CSCC(=O)Nc2nc(-c3ccc(C)cc3)cs2)CC1	-1	.	6	14	-0.2	-50	-2.7	1	-151	-8	1

From PubChem BioAssay
